# Screening results from PubChem.
# APJ ag: agonists of human apelin receptor APJ, primary screen, CHO-K1 cells, PathHunter beta-arrestin, luminescence; P35414; 0% DMSO wells, 100% apelin; activation, % at 20 µM; hit rate 0.11% among 330,000;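 active = activation more than six SD over the plate average, tested at 20 µM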;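 note: 0% = DMSO alone and 100% = apelin-13 at 10 nM; some results filed as inactive read as strong as hits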
# Target sequence (P35414 whole entry, looked up): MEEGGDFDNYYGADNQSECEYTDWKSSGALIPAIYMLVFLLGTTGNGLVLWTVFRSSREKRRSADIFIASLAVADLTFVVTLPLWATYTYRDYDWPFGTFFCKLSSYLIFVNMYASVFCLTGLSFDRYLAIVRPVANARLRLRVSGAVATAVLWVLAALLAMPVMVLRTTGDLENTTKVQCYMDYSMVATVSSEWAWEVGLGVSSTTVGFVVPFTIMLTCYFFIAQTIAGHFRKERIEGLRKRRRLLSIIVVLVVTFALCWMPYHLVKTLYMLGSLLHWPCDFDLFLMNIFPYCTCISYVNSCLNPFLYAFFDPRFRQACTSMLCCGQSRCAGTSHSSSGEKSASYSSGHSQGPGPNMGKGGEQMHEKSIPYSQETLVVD
#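 Test system: CHO-K1 APJ beta-arrestin complementation cell line. Amount: cell density 1000 per well. Controls: DMSO negative, 10 nM Apelin-13 positive. Signal: luminescent beta-gal fragment complementation, chemiluminescent substrate. Read-out basis: agonist-driven arrestin binding to APJ. Timing: compound stimulation 90 min at 25 °C, detection 60 min.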
# tim10-1 inh: growth inhibitors of tim10-1 mutant yeast, primary screen, luminescence, uHTS; hit rate 2.2% among 330,000; S. cerevisiae tim10-1 ts strain growth, BacTiter-Glo, 24 h; inhibition, % at 20 µM;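 active = inhibition of at least 40%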;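 note: mutant grown at 25 °C; 0% = DMSO wells with yeast and 100% = wells holding no yeast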
# GRIN3A LBD mod: binders of NR3A ligand-binding domain, primary screen, biophysical, differential scanning fluorimetry, uHTS. Glutamate receptor ionotropic, NMDA 3A (GRIN3A) ligand-binding domain. NR3A LBD differential scanning fluorimetry, Tm shift; 0% = protein alone, 100% = glycine-bound protein. Tm shift relative to glycine control, % at 25 µM. hit rate 2.5% among 340,000. AID 1259313, 2017;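 active = melting temperature shift of at least 10% of the positive control shift, at one fixed dose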
# beta cell repl: inducers of MIN6 beta-cell proliferation, primary screen, ATP luminescence, uHTS | proliferation, % at 10 µM | MIN6 cells proliferation, ATPlite luminescence, 48 h; cells starved in 0.2% serum; 100% = growth in 10% serum | hit rate 0.29% among 330,000 | AID 2380, 2010;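 active = compounds whose signal lies at least 3.5 SD above the mean of all wells on their plate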;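 note: 0% = DMSO-treated cells in low-serum medium and 100% = 10% serum control; some compounds called inactive have numbers as strong as hits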
# NALP3 yeast inh: NALP3 inflammasome inhibitors in reconstituted yeast, primary screen, luminescence, uHTS; hit rate 0.39% among 330,000; Yeast reconstituted NLRP3/ASC/caspase-1, beta-gal luminescence, 24 h; inhibition, % at 10 µM;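 active = inhibition of 50% or more; inactive = inhibition below 50%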;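 note: plate controls were induced DMSO wells for no effect and uninduced yeast grown without galactose for full effect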
# MPTP inh: mitochondrial permeability transition pore inhibitors, primary screen, biochemical, isolated mouse mitochondria, absorbance; Ca2+ swelling absorbance, 30 min; inhibition, % at 10 µM; hit rate 1.4% among 360,000;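 active = inhibition of 50% or more, scaled per plate between neutral and stimulator controls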;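 note: 0% = DMSO wells given calcium and 100% = 1 mM EGTA wells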
# tim23-1 inh: growth inhibitors of tim23-1 mutant yeast, primary screen, luminescence, uHTS; S. cerevisiae tim23-1 growth, BacTiter-Glo luminescence, 24 h; inhibition, % at 20 µM; hit rate 1.3% among 330,000;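 active = growth inhibition of the mutant yeast at or above 50%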;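 note: temperature-sensitive mutant grown at 25 °C; plate controls were DMSO-treated mutant yeast for no effect and medium wells lacking yeast for full effect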
# TIM10 inh: growth inhibitors of isogenic TIM10 control yeast, primary screen, counter-screen for tim10-1 yeast inhibitor project, luminescence, uHTS | S. cerevisiae TIM10 strain growth, BacTiter-Glo luminescence, 24 h | inhibition, % at 10 µM | hit rate 1.4% among 330,000 | AID 463195, 2010;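 active = inhibition of 40% or more at the single tested concentration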;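 note: wild-type TIM10 isogenic control strain grown at permissive 25 °C; 0% = DMSO yeast wells and 100% = minimal medium wells without yeast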
# APJ antagonist: antagonists of human apelin receptor APJ, primary screen, CHO-K1 cells, beta-arrestin complementation, luminescence; P35414; inhibition, % at 20 µM; hit rate 0.32% among 330,000; AID 2521, 2010;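 active = inhibition above about 40% at 20 µM, limit read from the data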;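 note: cells challenged with 10 nM apelin-13 agonist together with compound; plate controls were apelin-13 plus DMSO wells for no effect and DMSO wells lacking apelin-13 for full effect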
# An asterisk follows results filed as active; x = not tested or not shown. Rows were taken by chance. Share with any hit: about 7.2%.
compound,beta cell repl,tim23-1 inh,TIM10 inh,APJ antagonist,NALP3 yeast inh,GRIN3A LBD mod,tim10-1 inh,APJ ag,MPTP inh
O=C(Nc1cccc(Cl)c1)Nc1ccc2c(c1)C(=O)OC2,0,5,-12,-9,-2,31*,0,0,80*
CCOC(=O)c1oc2ccc(Br)cc2c1COC(=O)C1=COCCO1,3,15,-21,20,23,0,7,-2,0.1
CCOc1ccccc1NC(=O)c1cnccn1,0,-5,5,2,16,2,-4,-3,-1.4
CCc1cccc(NS(=O)(=O)c2ccc3c(c2)NC(=O)CO3)c1,-3,9,-1,-5,15,1,-2,-1,0.8
CCOc1cnc(-c2ccccc2F)o1,-1,-2,17,-5,0,-1,5,-5,-1.0
O=C(COC(=O)C(Cc1ccccc1)NC(=O)c1ccco1)NC1CC1 (centres undefined),1,10,-6,1,0,-2,8,-3,0.0
Cc1cc(C)n2nc(SCC(=O)N3CCN(c4ccc(F)cc4)CC3)nc2n1,-3,16,11,-9,13,1,3,-1,-0.7
O=C(COC(=O)COc1ccc2ccccc2c1)NC1CCCc2ccccc21 (centres undefined),0,5,2,-4,-3,-1,19,-3,2.3
CC1CCC(C(=O)NC(C(=O)N2CCN(c3ccccn3)CC2)C(C)C)CC1 (centres undefined),-1,1,2,9,-6,-1,22,-3,1.9
CCOc1[nH]n(-c2ccccc2)c(=O)c1C=NCC(=O)OC,-4,-13,0,-11,11,1,5,-1,0.7
O=C(CCCOc1ccc(Cl)cc1Cl)N/N=C/c1ccc(Cl)cc1,-3,26,7,-1,18,8,39,2,4.6
Cc1noc(C)c1C(=O)OC(C)C(=O)NC(C)c1ccc(Cl)cc1Cl (centres undefined),0,14,8,17,15,4,19,-3,-2.2
O=C(c1ccc(C(F)(F)F)cc1)C1CCCN(Cc2cccn2-c2ncccn2)C1 (centres undefined),-2,26,8,-2,16,0,11,1,-0.3
CCCS(=O)(=O)c1nc(S(=O)(=O)c2ccc(C)cc2)c(N2CCC3(CC2)OCCO3)s1,5,31,20,0,11,0,21,-4,-0.5
COc1ccc(N2CC(C(=O)Nc3ccc(S(=O)(=O)N4CCOCC4)cc3)CC2=O)cc1 (centres undefined),2,-3,7,-18,2,0,-6,-1,0.9

# (next part)
compound,beta cell repl,tim23-1 inh,TIM10 inh,APJ antagonist,NALP3 yeast inh,GRIN3A LBD mod,tim10-1 inh,APJ ag,MPTP inh
CC1NC(=O)NC1CCCCC(=O)O (centres undefined),-2,9,-8,10,9,1,12,-3,-1.6
COC(=O)N/N=C(\C)c1ccccc1Br,-2,7,2,12,-6,3,6,-1,-1.1
COC(=O)CN(C(=O)CSc1nnc(-c2cccc(OC)c2)o1)c1ccc(OC)cc1,-2,25,33,-11,21,-1,23,-6,-3.4
CC(C)(C)NC(=O)CN(Cc1ccccc1)S(=O)(=O)c1ccccc1,2,30,8,13,29,-2,25,-1,0.5
COc1cc(NC(=O)CN2C(=O)COc3ccc(S(=O)(=O)N4CCCC4)cc32)cc(OC)c1,-1,-6,-3,26,18,1,-1,-8,1.1
CCN1C(=O)/C(=C\N2CCN(C)CC2)SC1=S,2,-4,13,5,7,0,-11,-2,-0.1
CCOC(=O)c1cnn(Cc2ccccc2Cl)c1N,-1,21,1,-2,36,0,2,-4,3.1
CCOc1ccccc1C(=O)Nc1cc(C(=O)NCCc2ccccc2)ccc1Cl,-2,1,5,6,14,-6,-3,1,1.9
Cc1ccc(S(=O)(=O)N2CCCC2C(=O)NCc2ccco2)cc1 (centres undefined),-1,-2,2,1,1,0,0,0,0.4
Cc1cccc(C)c1NC(=O)CN(C)CC(=O)Nc1ccccc1Oc1ccccc1,-3,22,22,-5,11,-2,25,-4,1.3
FC(F)(F)c1cc(C(F)(F)F)c2ccc(N3CCOCC3)nc2n1,-2,18,4,19,8,-1,-15,-2,-1.5
c1ccc(-c2nn3c(-c4ccco4)nnc3s2)nc1,-3,-7,-11,16,21,-2,8,-1,5.3
Clc1cccc(Cl)c1CO/N=C/c1cccs1,-4,10,-4,-23,6,1,25,7,0.0
CC1(C)CCC(=O)N(c2ccccc2)C1=O,0,10,-8,0,-65,2,2,-1,14
O=C(N/N=C/C=C/c1ccccc1)c1cccc(Br)c1,-1,28,31,-1,27,0,-9,0,2.2

# The list goes on.
compound,beta cell repl,tim23-1 inh,TIM10 inh,APJ antagonist,NALP3 yeast inh,GRIN3A LBD mod,tim10-1 inh,APJ ag,MPTP inh
COc1cc(SC)ccc1C(=O)Nc1ccccn1,-6,18,-7,-14,35,1,8,1,1.4
Cc1ccc2nc(N3CC(C)OC(C)C3)nc(-c3ccccc3)c2c1 (centres undefined),-3,27,4,8,25,0,30,-6,3.1
O=C(Nc1nc2cc3c(cc2s1)OCCO3)c1ccc([N+](=O)[O-])o1,-7,30,23,-40,5,-4,30,1,1.5
Cc1ccc(OCC(=O)N2CCc3ccccc3C2)c(Br)c1,-3,33,13,7,17,5,19,-5,0.2
COc1ccc(Cl)cc1NC(=O)C/C(C)=N/NC(=O)c1ccccc1Cl,-4,24,9,-19,19,-1,24,-3,1.7
Cc1ccc(N)c([N+](=O)[O-])c1,-1,2,1,2,7,2,-17,-2,-0.6
COCCn1c(-c2ccccc2)nc2oc3ccccc3c(=O)c2c1=O,-2,25,23,11,-4,-1,12,5,0.6
O=C(N1CCN(Cc2ccc3c(c2)OCO3)CC1)C(Cl)(Cl)Cl,-5,27,0,-16,24,0,24,0,-0.2
Cc1ccc(-n2nnnc2SCC(=O)c2ccc3c(c2)NC(=O)CO3)c(C)c1,-2,4,-9,-15,-7,-5,15,0,-0.9
O=C(c1ccco1)N1CCN(C(=S)NC2CC3CCC2C3)CC1 (centres undefined),-1,4,-20,7,0,0,12,-2,3.2
Cc1ccc(S(=O)(=O)N(Cc2n[nH]c(=S)n2-c2ccccc2)c2cccc(Cl)c2)cc1,6,13,21,10,15,-1,9,-1,-1.8
Nc1nc(C2C(=O)CCCC2=O)cs1,-2,12,7,-20,-11,1,-5,2,-1.7
C/C(=N\NC(=O)C1CCCC1)c1ccc(Cl)cc1Cl,0,9,-5,-4,9,-1,-6,-5,-0.2
O=C(Nc1nc2ccccc2n1CCN1CCOCC1)c1cn(-c2ccccc2)nc1-c1ccccc1,-6,40,39,7,11,-2,42*,-1,1.9
CC(=O)c1ccc(-c2nc3ccccc3n2C)o1,3,-8,-1,-1,11,0,-8,-1,-1.4

# Next entries follow.
compound,beta cell repl,tim23-1 inh,TIM10 inh,APJ antagonist,NALP3 yeast inh,GRIN3A LBD mod,tim10-1 inh,APJ ag,MPTP inh
COc1ccc(N2C(=O)CN=C2Nc2cccc(C)c2C)cc1OC,1,11,-3,3,0,1,15,-1,-0.9
Cc1c(C(=O)c2ccc(N(C)C)cc2)c2ccccn2c1CCC#N,-2,16,20,-15,23,0,40*,2,-0.9
CC(=O)Nc1ccc(OCC(=O)N2CCC(Cc3ccccc3)CC2)cc1,-1,18,13,5,-3,0,23,0,5.5
CC(C)N1CCc2c(sc(NC(=O)c3ccc(S(=O)(=O)N(C)CC4CCCO4)cc3)c2C(N)=O)C1 (centres undefined),5,11,14,17,20,3,8,-4,0.5
CCOC(=O)C1CCN(Cc2ccc(F)cc2F)CC1,-2,-2,3,15,-13,0,-11,0,1.7
CCN(CC)C(=O)CSc1nnc(-c2ccc(F)cc2)n1N,-3,7,-8,14,27,1,1,0,-0.7
CC(=O)Nc1ccc(NC(=O)CN(C)S(=O)(=O)c2ccc3nc(C)sc3c2)cc1,0,-3,7,8,10,0,1,-4,-0.4
CC1(c2ccco2)NC(=O)NC1=O (centres undefined),-2,5,-14,-7,0,1,15,-3,-0.4
Cc1nc2ccccc2n1/N=C/c1cccnc1,-1,-1,-6,11,24,-5,7,-4,3.7
COc1ccc(-c2noc(CSc3nc(-c4ccccc4)cc(=O)[nH]3)n2)cc1,-1,-1,7,-3,1,-12,16,-3,0.4
O=C1CCCc2c1nc(-c1ccc(F)cc1)n2O,0,-10,10,12,-5,2,-8,0,0.0
O=C(c1ccccc1)N1CCN(C(=O)c2ccccc2)C1c1ccccc1,1,6,-4,16,12,-1,7,0,-2.6
Cc1c(Cl)cn2c(=O)cc(CN(C)Cc3nc4ccccc4c(=O)[nH]3)nc2c1Cl,-1,-15,-64,0,-8,x,-34,-1,x
CN(C)c1ccc(/C=N/NC(=O)CNC(=O)c2ccncc2)cc1,-2,7,7,5,-1,-24,7,9,0.1
CCOC(=O)c1cnc2c(C(=O)OC)cccc2c1NCc1cccnc1,0,0,-7,-17,-12,0,14,-2,0.0

# Additional records.
compound,beta cell repl,tim23-1 inh,TIM10 inh,APJ antagonist,NALP3 yeast inh,GRIN3A LBD mod,tim10-1 inh,APJ ag,MPTP inh
N#CCSc1n[nH]c2nc3c(c(=O)n12)C1(CCCC1)Cc1ccccc1-3,-2,44,25,25,-28,-3,35,-3,-14
CSCCC(NC(=O)c1ccccc1Br)C(=O)N1CCCCCCC1 (centres undefined),3,14,13,20,9,-1,10,0,-1.4
O=C(NCCNC(=O)c1cccnc1)c1ccc(Br)cc1,0,1,3,14,19,-1,-15,-2,-0.8
O=C(c1cccs1)N1CCN(c2nnc(-c3ccccc3)c3ccccc23)CC1,4,51*,43*,-4,0,0,27,-5,9.2
CCOC(=O)C1=C(C)Nc2nnnn2C1c1c[nH]c2ccccc12 (centres undefined),-1,4,-4,2,-7,x,-6,-1,x
CCOC(=O)CC(=O)Nc1ccsc1C(N)=O,2,-9,15,19,8,1,-3,1,0.8
CC12CC3(C)CC(C)(C1)CC(C(=O)NCC(=O)O)(C2)C3,4,10,8,-10,4,0,0,-2,-0.3
CSCCC(=O)N1CCC(n2nccc2NC(=O)CCc2ccccc2)CC1,-4,-2,-1,-3,7,-2,-6,-1,-1.5
O=C1CN(C(=O)c2ccccc2Cl)c2ccccc2N1,0,10,-11,12,10,0,-15,-2,0.1
COc1ccc(-c2nc(C#N)c(NCCCN(C)C)o2)cc1OC,-3,6,-12,12,20,-3,-8,2,0.7
C/C(=N\NC(N)=O)c1cc(Cl)cc(Cl)c1O,3,15,25,-1,13,-6,17,5,1.5
Cc1ccc(C(=O)Oc2ccccc2C(=O)N2CCOCC2)cc1,-1,23,18,20,31,2,7,1,-0.1
C/C(=C1/SC(N2CCCC2)=NC1=O)c1ccc(Br)cc1,-1,31,12,9,15,-2,12,-2,-3.2
Cc1ccc2c(c1)-n1c(nc3cc(F)ccc3c1=O)C(Cc1ccccc1)NC2=O (centres undefined),1,14,5,5,6,x,13,-3,x
Cc1cccc(C)c1-n1c(C)cc(/C=N/NC(=O)c2ccncc2)c1C,0,36,23,8,11,-2,22,-1,22

# Copied from the results shown (2 entries):
compound,beta cell repl,tim23-1 inh,TIM10 inh,APJ antagonist,NALP3 yeast inh,GRIN3A LBD mod,tim10-1 inh,APJ ag,MPTP inh
O=C(Nc1cccc(Cl)c1)Nc1ccc2c(c1)C(=O)OC2,0,5,-12,-9,-2,31*,0,0,80*
CCOC(=O)c1oc2ccc(Br)cc2c1COC(=O)C1=COCCO1,3,15,-21,20,23,0,7,-2,0.1
